# From PubChem
# HBB splice mod – qHTS Assay for Modulators of Hemoglobin Beta Chain Splicing; actives 0.06% (n = 65,000); HBB splicing reporter cell assay, activation; EGFP reporter with mutant IVS2-654 intron; response scale: normalised to 500 nM splice-correcting PNA; Potency, µM (series often up to 46.1 µM), for the others: at the top dose activation, hits mostly activators; also: potency is read from the fitted curve at half-maximal effect; 0% is about no effect
#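 Compounds were applied for 2 days to HeLa EGFP-654 cells, 500/well in Optimem with 2% FCS. The reporter's EGFP is disrupted by mis-splicing of beta-globin intron IVS2-654. Readout: summed well GFP fluorescence from 488 nm laser scanning; reference was 500 nM antisense […] 654 PNA.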
# Tau filament bind – qHTS Assay for Tau Filament Binding; recombinant tau filaments, thioflavin S fluorescence, 15 h; filaments grown with octadecylsulfate alongside compound; Potency, µM (doses to about 57.1 µM), without a hit: top-dose activity change, negative = inhibition; actives 2% (n = 71,000);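 also: potency is read from the fitted curve at half-maximal effect; % is scaled to controls: 0 for no effect and ±100 for the full control effect; actives lower thioflavin S fluorescence by blocking filaments or displacing dye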
# Target sequence (P10636 whole entry, looked up): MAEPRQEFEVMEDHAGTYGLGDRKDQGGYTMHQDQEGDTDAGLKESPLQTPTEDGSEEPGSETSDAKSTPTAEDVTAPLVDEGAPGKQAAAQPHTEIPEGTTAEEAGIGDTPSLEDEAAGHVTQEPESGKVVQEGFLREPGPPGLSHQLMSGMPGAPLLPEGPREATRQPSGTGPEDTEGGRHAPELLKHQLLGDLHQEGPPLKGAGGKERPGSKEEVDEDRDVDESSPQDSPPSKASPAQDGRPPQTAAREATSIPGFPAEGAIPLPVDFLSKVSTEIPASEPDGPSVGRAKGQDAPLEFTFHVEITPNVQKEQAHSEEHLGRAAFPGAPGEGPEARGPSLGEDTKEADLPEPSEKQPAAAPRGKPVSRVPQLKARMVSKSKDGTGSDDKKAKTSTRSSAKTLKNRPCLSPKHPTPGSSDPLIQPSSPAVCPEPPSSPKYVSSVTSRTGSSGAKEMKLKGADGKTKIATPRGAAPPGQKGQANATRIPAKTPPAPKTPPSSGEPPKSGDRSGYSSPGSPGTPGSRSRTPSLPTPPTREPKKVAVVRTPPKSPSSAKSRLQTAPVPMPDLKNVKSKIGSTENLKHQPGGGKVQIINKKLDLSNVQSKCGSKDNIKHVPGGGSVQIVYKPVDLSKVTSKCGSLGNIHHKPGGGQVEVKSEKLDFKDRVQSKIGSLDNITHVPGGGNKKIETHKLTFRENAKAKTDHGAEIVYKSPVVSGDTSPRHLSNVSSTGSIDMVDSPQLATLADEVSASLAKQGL
#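 Read-out: ThS fluorescence, 450 nm excitation/510 nm emission; lower signal marks blocked filament formation or displaced dye. Tau at 1 uM with 30 uM ODS, 10 uM ThS, 5 mM DTT, 100 mM NaCl, 10 mM HEPES pH 7.4; 15 h, 37 C.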
# CRE-bla Fsk – Cell signaling CRE-BLA (Fsk stim) | CHO CRE-bla reporter (cAMP response element driving beta-lactamase), forskolin EC10, beta-lactamase ratio | Potency, µM (highest dose often 38.2 µM), for the others: at the top dose activity change, negative = inhibition, usual class: activators | actives 2.5% (n = 71,000) | AID 662, 2007; active = well fitted activation curve with a large enough effect in the signal ratio, with a control signal flat, not every such curve was filed as active; inconclusive = small, poorly fitted or top-dose-only effect, or effect the other way, or a change in a side signal; the % refers to the signal ratio; also: potency is read from the fitted curve at half-maximal effect; % of control where 0% means no effect
#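 qHTS titration format; CRE-bla CHO reporter; stimulus EC10 NKH 477, a water-soluble forskolin. Read: CCF4 460/530 nm ratio. Potency expressed as AC50 for activators or inhibitors.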
# Epigenetic mod – qHTS Assay for Epigenetic Modulators. mouse C127i GFP locus derepression, cytometry, 30 h. actives 0.09% (n = 68,000). Potency, µM (titrated, usually from 46.1 µM), for inactives: at the highest dose GFP derepression (activation). AID 597, 2007; also: % of control where 0% means no effect
#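 Locus derepression in mouse mammary C127i cells whose integrated CMV-GFP reporter is normally silent; GFP expression after 30 h compound treatment was quantified by counting fluorescent cells.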
# ERK AVP block – qHTS Assay for Inhibitors of the ERK Signaling Pathway using a Homogeneous Screening Assay | HEK293-V1b, vasopressin-stimulated pERK AlphaScreen | Potency, µM (titrated, usually from 57.5 µM), for the others: top-dose activity, negative = inhibition, most hits filed as inhibitors | actives 0.99% (n = 72,000) | AID 995, 2007; also: potency is read from the fitted curve at half-maximal effect; % is scaled to controls: 0 for no effect and ±100 for the full control effect; nearly all actives have a fitted effect of over 55% in size
#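 Overnight-seeded V1b-HEK293 cells in 1% FBS got compound, then vasopressin (25 nM final, 5 min, 37C), then lysis buffer. AlphaScreen detection of phospho-ERK; activity normalized to basal and full-stimulation controls.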
# Ub-GFP proteasome – Ubiquitin-GFP Assay | Ubiquitin-GFP reporter cells, proteasome inhibition, GFP fluorescence; response scale: untreated = 0%, 10 µM MG-132 = 100% | Potency, µM (doses to about 45.9 µM), inactives show at the highest dose activation (GFP accumulation), actives largely listed as activators | 67,000 tested, under 10 active; active = well fitted activation curve with a large enough effect, not every such curve was filed as active; inconclusive = small, poorly fitted or top-dose-only effect, or another doubt; inactive = no such curve, though single readings can be large or run the other way; also: potency is read from the fitted curve at half-maximal effect
#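 U2OS Ub(G76V)-GFP reporter; O/N plating, 0.5% FBS; cpd 46 uM–2.9 nM, 4 h, 37 °C; GFP+ cell count, 488/515 nm; norm. to basal vs 10 uM MG-132; CRC fit.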
# FLuc inh – qHTS Assay for Inhibitors of Firefly Luciferase; Luciferin 4-monooxygenase (Photinus pyralis), P08659; purified firefly luciferase, luminescence, 8 min; Potency, µM (top dose mostly 57.1 µM), without a hit: top-dose activity change, negative = inhibition, hits mostly inhibitors; actives 2.2% (n = 72,000); AID 411, 2009; also: potency is read from the fitted curve at half-maximal effect; % is scaled to controls: 0 for no effect and ±100 for the full control effect; nearly all actives have a fitted effect of over 40% in size
#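 Here, luciferase activity is measured as luminescence following an 8 min room-temperature reaction at 10 uM ATP, pH 7.2. Every library sample is titrated.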
# 15-hLO inh – qHTS Assay for Inhibitors of 15-hLO (15-human lipoxygenase). purified 15hLO-1, xylenol orange hydroperoxide absorbance. actives 1.4% (n = 74,000). AID 887, 2007. Potency, µM (top dose mostly 57.1 µM), for the others: top-dose activity change, negative = inhibition, hits mostly inhibitors; also: potency is read from the fitted curve at half-maximal effect; % is scaled to controls: 0 for no effect and ±100 for the full control effect; nearly all actives have a fitted effect of over 55% in size
#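 Purified human 15hLO-1 (40 nM) in 25 mM Hepes pH 7.5, 0.01% Triton X-100, preincubated 15 min RT with compound, then 50 uM arachidonic acid for 6 min. Hydroperoxide read by ferrous/xylenol orange, 30 min; 573/405 nm absorbance ratio gave progress.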
# HADH2 inhib – qHTS Assay for Inhibitors of HADH2 (Hydroxyacyl-Coenzyme A Dehydrogenase, Type II); 3-hydroxyacyl-CoA dehydrogenase type-2 (Homo sapiens), Q99714; recombinant HADH2, NADH fluorescence, beta-hydroxybutyryl-CoA; Potency, µM (series often up to 57.1 µM), for inactives: at the highest dose activity change, negative = inhibition, hits mostly inhibitors; actives 3.4% (n = 73,000); AID 886, 2007; also: potency is read from the fitted curve at half-maximal effect; % is scaled to controls: 0 for no effect and ±100 for the full control effect; nearly all actives have a fitted effect of over 60% in size; many of its hits are not listed in these tables
# Target sequence (Q99714 whole entry, looked up, one chain of several): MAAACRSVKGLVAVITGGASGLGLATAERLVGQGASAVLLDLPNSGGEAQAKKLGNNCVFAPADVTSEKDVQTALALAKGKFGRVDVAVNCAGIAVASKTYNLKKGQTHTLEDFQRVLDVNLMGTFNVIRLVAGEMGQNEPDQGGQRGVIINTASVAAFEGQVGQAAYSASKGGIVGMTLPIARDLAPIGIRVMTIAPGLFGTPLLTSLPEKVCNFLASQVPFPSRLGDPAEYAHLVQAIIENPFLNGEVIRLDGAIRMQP
#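 His-tagged recombinant enzyme from E. coli, 20 nM, preincubated 15 min RT with compound; reaction started with 1 mM NAD+ and 90 uM beta-hydroxybutyryl-CoA in 100 mM Tris-HCl pH 9.0. NADH fluorescence (ex 360/em 450) read over 4 min; last-minus-first difference.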
# DNA Pol III inh – qHTS Assay for Inhibitors of DNA Polymerase III Holoenzyme System; Potency, µM (top dose mostly 57.1 µM), inactives show at the highest dose activity change, negative = inhibition; reconstituted DNA polymerase III holoenzyme replication, biochemical; actives 0.25% (n = 71,000); also: potency is read from the fitted curve at half-maximal effect; % is scaled to controls: 0 for no effect and ±100 for the full control effect
#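 Reconstituted *E. coli* holoenzyme (0.35 nM Pol III, 1 nM beta, 154 nM SSB, 2 nM primase) was preincubated with compound for 15 min at RT. Synthesis on 1.4 nM ssM13Gori ran 35 min, then was stopped with PicoGreen/EDTA and read as dsDNA fluorescence.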
# Hsp90 Hop PPI – qHTS Assay for Disrupters of an Hsp90 Co-Chaperone Interaction | Hsp90 C-terminal peptide / TPR2A (Hop) interaction, human | AlphaScreen TPR2A-His6 binding biotin-Hsp90 C-terminal peptide | Potency, µM (doses to about 57 µM), for inactives: at the top dose activity change, negative = inhibition | actives 0.44% (n = 71,000) | AID 595, 2007; active = well fitted curve in either direction with a large enough effect; inconclusive = small, poorly fitted or top-dose-only effect, or another doubt; also: potency is read from the fitted curve at half-maximal effect; % is scaled to controls: 0 for no effect and ±100 for the full control effect; many of its hits are not listed in these tables
# Starred values were filed as active, the others as inactive; ? = inconclusive; . = no result given; [ ] = remark or other dose. Unless noted, calls follow the shape of the dose curve; as a rule, active = well fitted curve in the direction sought with a large enough effect; inconclusive = small, poorly fitted or top-dose-only effect, or another doubt; inactive = no such curve, though single readings can be large; an effect the other way counts as inactive or inconclusive. This is a subset; count on the stated rates, not on these rows.
SMILES,HBB splice mod,Tau filament bind,CRE-bla Fsk,Epigenetic mod,ERK AVP block,Ub-GFP proteasome,FLuc inh,15-hLO inh,HADH2 inhib,DNA Pol III inh,Hsp90 Hop PPI
O=C(O)c1cccc(CN2CCCCC2)c1,0.8%[9.22 µM],-2%[11.4 µM],-2%[7.6 µM],2%[9.22 µM],-8%[11.5 µM],1%[9.17 µM],-1%[11.4 µM],1%[11.4 µM],6%[11.4 µM],12%[11.4 µM],3%[11 µM]
CCCc1c(O)nc(SCC(=O)NCCc2ccc(OC)c(OC)c2)[nH]c1=O,.,-1%,4%,-3%,-9%,-4%,4%,16%,9%,3%,-1%
O=C(NC(NCc1ccccn1)(C(F)(F)F)C(F)(F)F)c1ccco1,-1.9%,13%,-3%,3%,6%,7%,1%,22%,-1%,-14%,?
COc1ccc(C(CNC(=O)c2cccc(N(C)C)c2)N2CCCC2)cc1 (centres undefined),-0.2%[57.5 µM],-12%,-11%,-1%,1%,0%,-2%,-8%,4%,0%,-15%
C=CCN1C2CCCC1CC(NC(=O)Nc1cccc(C(C)=O)c1)C2 (centres undefined),.,0%,-1%,-2%,-16%,-4%,-2%,6%,0%,-5%,0%
COc1ccc(C2=CC(=O)OC3(CCCCC3)O2)cc1,-0.8%,0%,8%,-3%,-7%,0%,0%,0%,-4%,-9%,0%
CCOC(=O)c1c(C)nc2c3ccccc3ccn12,-1.3%,54%,7.9µM*,-3%,?,-3%,10µM*,16µM*,15%,-5%,2%
O=C1C2C3CCCC3=C3CCCC3C2C(=O)N1c1ccc(F)cc1 (centres undefined),0.0%[57.5 µM],56%,-9%,2%,-13%,6%,-1%,3.2µM*,1%,6%,-6%
NC(=O)C1CCN(CC(=O)Nc2ccccn2)CC1,-1.9%,6%,-5%,1%,-22%,-6%,2%,2%,-3%,-4%,-5%
CC(=O)Nc1ccc(C(=O)OCCC(C)C)cc1,-2.9%[0.0738 µM],4%[11.4 µM],?,-2%,?,4%[9.17 µM],-11%,-25%[11.4 µM],9%[11.4 µM],-1%[11.4 µM],-4%[11 µM]
CCOc1ccc(C(=O)Nc2ccc(Cl)cn2)cc1Cl,-1.0%,168%,-3%,4%,8%,-12%,25µM*,-25%,4%,-1%,6%
CCCCNC(=O)c1ccc2c(c1)N(CC)C(=O)c1ccccc1S2(=O)=O,-0.3%,-7%,-2%,1%,-5%,1%,2%,7%,-2%,4%,-2%
CCC(=O)Nc1cccc(NC(=O)CSc2nnc(-c3ccc(NS(C)(=O)=O)cc3)n2C)c1,-2.7%,2%,-2%,-1%,-1%,-1%,-7%,9%,-3%,1%,1%
CCOC(=O)C1CCN(c2c(NCCN3CCN(c4ccccc4)CC3)c(=O)c2=O)CC1,-0.1%,5%,3%,0%,2%,-4%,2%,-3%,4%,-7%,0%
O=S(=O)(c1ccc(OCC(O)CN2CCN(c3ccccc3O)CC2)cc1)N1CCOCC1 (centres undefined),-2.2%,5%,-7%,-4%,-4%,0%,0%,-1%,-7%,-4%,-2%
CCNCCNC(=O)c1c(O)c2ccccc2n(CC)c1=O,-0.4%[57.5 µM],12%,?,2%,0%,-5%,-1%,14%,-15%,-1%,-4%
C(=C\c1ccccc1)/CSc1nnc(-c2cccnc2)n1Cc1ccco1,-3.6%[0.369 µM],14%,14%,-5%,2%,0%,0%,-1%,-3%,-8%,-4%
COc1ccc(CC(=O)N2CCOCC2)cc1OC,-0.1%[9.22 µM],0%,20%,-2%,5%,7%,-1%,5%,-1%,-6%,0%
COc1ccc(OC)c(NC(=O)CCN2CCN(c3ccccc3)CC2)c1,-0.2%[57.5 µM],-10%,-3%,-4%,-17%,3%,2%,6%,-2%,-8%,-8%
O=C(Cn1c(=O)sc2ccccc21)N1CCOCC1,-1.6%[0.0738 µM],-4%[11.4 µM],?,0%,0%,0%[9.17 µM],3%,1%[11.4 µM],-10%[11.4 µM],0%[11.4 µM],-4%[11 µM]
CC(OC(=O)CCc1nc2ccccc2[nH]c1=O)C(=O)c1ccccc1 (centres undefined),.,6%,3%,-1%,-13%,4%,1%,-5%,6%,-10%,-6%
CC(C)n1c(CNC(=O)c2ccccc2)nc2ccccc21,6.7%,-10%,-5%,0%,9%,2%,1%,3%,-4%,-3%,-1%
CC(C)=CCC/C(C)=C/CO/N=C1/C[C@@H](O)[C@@H](O)[C@@H]2[C@@H]3C(=O)N(c4cccc(Oc5ccccc5)c4)C(=O)[C@H]3CC[C@@H]12,0.9%[9.22 µM],.,.,.,7%[11.5 µM],.,0%[11.4 µM],-8%[11.4 µM],15%[11.4 µM],.,.
CCCc1cc(=O)[nH]c(SCC(=O)Nc2ccc(OC(F)F)cc2)n1,-0.2%[57.5 µM],1%,2%,0%,-17%,4%,4%,0%,13%,-2%,0%
CCN(CC)c1ccc(NC(=O)c2cccc(C)c2OC)c(C)c1,-2.2%,25µM*,?,0%,25µM*,6%,?,?,?,-1%,-20%
CCOC(=O)c1ccc(-n2c(C)nc3ccccc3c2=O)cc1,-1.5%,7%,13%,0%,-16%,-18%,0%,13%,-3%,3%,-2%
CCN=C1SC(CC(=O)Nc2ccc(N3CCOCC3)cc2)C(=O)N1CC (centres undefined),-0.4%,6%,0%,0%,-10%,-1%,1%,4%,13%,-6%,-5%
O=C(CNCCO)NC12CC3CC(CC(C3)C1)C2,-0.3%,-2%,-3%,0%,6%,-1%,1%,9%,5%,0%,-3%
CN(C)CC[C@@H](c1ccccc1)c1ccccn1,2.2%[20.6 µM],9%[25.6 µM],-3%[17.1 µM],-1%[20.6 µM],10%[25.7 µM],4%[20.5 µM],0%[25.5 µM],3%[25.6 µM],2%[25.6 µM],-8%[25.6 µM],-5%[26 µM]
COC(=O)c1nc(NC(=O)C(C)C)n[nH]1,-0.2%[57.5 µM],10%,-3%,-2%,-1%,-4%,-1%,-17%,?,-2%,3%
C=C(C)CSc1nc(N)c(C#N)c(-c2ccc(C)cc2)c1C#N,-0.9%,208%,?,0%,65%[activator],-13%,-18%,32µM*,?,-2%,?
Cc1cccc(N2CCN(C(=O)n3ccnc3)CC2)c1C,4.6%,10%,-5%,0%,-29%,-5%,2%,10%,8%,-4%,-3%
CC(C)(C)NC(=O)CN(C(=O)c1ccc(CN2CCOCC2)o1)c1ccc2c(c1)OCCO2,0.3%[57.5 µM],-4%,0%,0%,-8%,3%,1%,7%,22%,-4%,-1%
CC1(C)CC(=O)C(CC(=O)Nc2ccc(S(N)(=O)=O)cc2)=C(O)C1,0.1%[57.5 µM],-2%,0%,7%,5%,-2%,4%,2%,-10%,-2%,1%
Cc1cc(C)n2c(SCc3cccs3)nnc2n1,-0.8%,-2%,?,6%,0%,-1%,-1%,4%,8%,-5%,-2%
Clc1ccccc1-c1nnn(Cc2ccc(-c3nn[nH]n3)cc2)n1,-1.3%,14%,2%,0%,-18%,1%,-1%,-1%,-5%,4%,-3%
COc1ccc(Br)cc1/C=c1\sc2nc(-c3ccco3)nn2c1=O,1.1%,-5%,-12%,0%,-20%,1%,-3%,?,20µM*,?,-12%
Cc1noc(C)c1COC(=O)c1ccccc1NC(=O)Cc1ccccc1,-2.6%,22%,?,0%,42%[activator],1%,0%,6%,7%,-2%,9%
COCCN(C(=O)CNC(=O)c1cccs1)C(C(=O)NC1CCCC1)c1cccs1 (centres undefined),.,-1%,-4%,0%,-1%,1%,0%,-5%,12%,-2%,-2%
CCOC(=O)N1CCC(NC(=O)CCc2c(C)nc3nc(C)nn3c2C)CC1,5.9%,-2%,?,-2%,10%,9%,1%,4%,7%,4%,-3%
